PAX8 inh HTS: inhibitors of PAX8-driven TPO luciferase reporter, primary screen, RMG-I cells, single concentration; inhibition, % at 12.6 µM; hit rate 1.2% among 360,000; SteadyGlo, 24 h; AID 652154, 2013;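 active means mean replicate inhibition at least 60% with every replicate also reaching 60%; inconclusive means only one of the two criteria is met; inactive means mean below 60% and not all replicates reaching 60%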;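 further: luciferase light reporting Pax8 driven TPO promoter activity; plate controls were median of neutral control wells for no effect and mitoxantrone controls for full effect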
FN deposition inh: inhibitors of fibronectin matrix deposition, primary screen, AH1F cells, Alexa488-fibronectin fluorescence, plate reader. hit rate 0.086% among 350,000. inhibition, % at 12.6 µM. AID 743247, 2014. AH1F fibroblasts, overnight;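 active means mean inhibition across replicates of 30% or more, regardless of how many single replicates reach that level; inconclusive means mean under 30% yet at least half of replicates reach 30%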;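 further: positive control wells lacked labelled fibronectin entirely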
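Material: AH1F fibroblast monolayer depositing Alexa488-labelled fibronectin into matrix | Input: 10000 AH1F cells/well | Medium: DMEM plus 2% serum, read in PBS | Reagent: Alexa488-fibronectin, 24 nM final in well | Compound dosing: One dose per compound, pinned | Schedule: 1 h adhesion, overnight exposure | Measured by: Fluorescence at 485 nm excitation, 525 nm emission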
DENV2 CPE rescue: inhibitors of DENV2 cytopathic effect, primary screen, cell-based, plate reader, single concentration; DENV2-infected cells, cytopathic effect rescue; CPE inhibition, % at 9.99 µM; hit rate 1.7% among 350,000; AID 651640, 2012; in the data active means CPE inhibition above about 20%, passing the limit was not always enough; inconclusive means no clear call, values can overlap the other calls; tested in BHK-21 cells;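 further: 0% = median of neutral control wells and 100% = median of positive control wells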
miR122 inh: miR-122 Renilla sensor signal increase in Huh7, primary screen, miR-122 inhibitor project, cell-based, single point, plate reader; Huh7 miR-122 Renilla luciferase sensor, 48 h; neutral wells = 0, positive control = 100; activation (reporter increase), % at 12.5 µM; hit rate 0.3% among 340,000;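 active means mean replicate activation score at least 90 and every replicate individually at or above 90; inconclusive means only one of the two criteria met; inactive means neither criterion met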;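 further: higher luciferase means less miR-122 activity so hits act as miR-122 inhibitors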
CFTR F508del cor: F508del CFTR correction, initial screen, CFBE line, single point | CFBE cells, YFP halide quenching; stimulated with forskolin plus potentiator P3; % fluorescence drop versus neutral controls | activity (quench increase), % at 7.58 µM | hit rate 0.36% among 350,000 | AID 720511, 2013;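 active means mean added fluorescence quench of at least 8% versus neutral control, with both replicates also reaching 8%; inconclusive means only one of the mean or replicate conditions met; inactive means mean below 8% and not both replicates reaching 8%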;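 further: cells transiently co-express mutant CFTR-F508del with the halide-sensitive YFP; corrector assay measuring rescue of mutant channel to the surface after 24 h compound exposure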
EWS-Fli inh: EWS/Fli-driven NR0B1 reporter inhibitors, primary screen, A673 cells, NR0B1 luciferase, luminescence, MLPCN library; inhibition, % at 12.6 µM; viability-normalised; hit rate 0.67% among 350,000;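 active means mean inhibition of at least 50% after viability correction, with every replicate also passing that limit; inconclusive means mean reaches 50% but only one of two replicates passes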;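 further: firefly luciferase signal divided by Alamar Blue viability fluorescence both relative to DMSO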
GSIS activator: GLuc luminescence reporter in INS-1E cells, primary screen for activators of glucose-dependent secretion of insulin; INS-1E GLuc reporter insulin secretion, 2-3 h; activation, % at 16.6 µM; hit rate 0.61% among 370,000;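 active means lowest replicate activation of at least 40%, so every replicate reaches that level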;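 further: 0% = median of neutral control wells and 100% = median of IBMX positive control wells; some compounds called inactive have numbers as strong as hits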
Numbers without * were called inactive; ? = inconclusive; . = no result given; & = joins results of further samples; [ ] = remark or other dose.

Start of the listing, in advance, 3 compounds:
structure,PAX8 inh HTS,FN deposition inh,DENV2 CPE rescue,miR122 inh,CFTR F508del cor,EWS-Fli inh,GSIS activator
C/C(=C\C(=O)c1ccc(F)cc1)Nc1ccc(N2CCOCC2)cc1,-6,10,.,-3,.,.,10
CCc1ccc(NC(=O)C2=CC(c3ccc(OC)c(OC)c3)=NS(=O)(=O)N2C)cc1,29,1,1,0,2.1,20,-6
CCCCOc1ccc(NC(=O)CSCC(=O)OCC)cc1,3,.,.,-4,.,.,-26

The listing, previewed entries included:
structure,PAX8 inh HTS,FN deposition inh,DENV2 CPE rescue,miR122 inh,CFTR F508del cor,EWS-Fli inh,GSIS activator
C/C(=C\C(=O)c1ccc(F)cc1)Nc1ccc(N2CCOCC2)cc1,-6,10,.,-3,.,.,10
CCc1ccc(NC(=O)C2=CC(c3ccc(OC)c(OC)c3)=NS(=O)(=O)N2C)cc1,29,1,1,0,2.1,20,-6
CCCCOc1ccc(NC(=O)CSCC(=O)OCC)cc1,3,.,.,-4,.,.,-26
CCOC(=O)C(N=Nc1nn[nH]n1)C(C)=O (configuration not stated),10,3,10,4,0.1,-4,-9
CN1C(=O)c2cc(NC(=O)c3ccccc3)ccc2OC[C@@H]2O[C@@H](CC(=O)NC3CCCC3)CC[C@@H]21,-1,-12,12,38[16.7 µM],0.0,2,-1
Cc1cc(OCC(=O)NCCCN2CCOCC2)c2c(C)cc(=O)oc2c1,-19,9,6,-2,-1.0,3,26
O=C(CN(C(=O)c1csnn1)c1ccc2c(c1)OCCO2)NCc1ccc(F)cc1,-26,2,?,-5,2.6,0,5
CCN(CC)C(=O)C1=C(C)N(Cc2ccc(OC)cc2)C(=O)C(CC(=O)NCc2cccs2)C1 (configuration not stated),-1,0,-2,-3,-3.6,0,0
CN(C)S(=O)(=O)NCCNC(=O)c1cc(OCC(F)(F)F)ccc1OCC(F)(F)F,0,-1,-3,.,0.0,7,-17
C=CCN1C(=O)c2ccc(C(=O)N(C)CC(=O)Nc3ccc(OCC)c(OCC)c3)cc2C1=O,3,-1,2,.,-1.4,0,27
COCC(=O)Nc1ccc2c(c1)C(=O)N(C)[C@@H]1CC[C@@H](CC(=O)NCc3cccc(F)c3)O[C@H]1CO2,11,-5,3,29[16.7 µM],2.4,4,-1
C[C@@H]1CN([C@H](C)CO)S(=O)(=O)c2ccc(C#Cc3ccncc3)cc2O[C@@H]1CN(C)C(=O)Nc1ccc2c(c1)OCO2,70*,.,14,-49[16.7 µM],-1.2,65*,-7
C[C@@H]1CN([C@H](C)CO)C(=O)c2cc(NS(=O)(=O)c3cccs3)ccc2O[C@@H]1CN(C)S(C)(=O)=O,.,.,5,0[16.7 µM],-3.8,-87,8
O=C(CN1CCOCC1)N1CCCCN2[C@H](CO)[C@H](c3ccc(Br)cc3)[C@H]2C1,0,4,-1,3[16.7 µM],1.4,-3,-1
COCC1CCN(c2nc3nonc3nc2N2CCSCC2)C1 (configuration not stated),19,6,-4,14,-0.6,-16,-5
Cc1nc(N2CCN(c3ccccn3)CC2)c2c(C)c(C(=O)Nc3ccc(F)c(Cl)c3)sc2n1,19,5,4,-2,1.6,-3,15
CN(CC(=O)Nc1ccc(Cl)c(C(F)(F)F)c1)C(=O)c1cn2ccccc2n1,-36,-8,6,-7,1.3,-16,-16
CO[C@@H]1CN(C)C(=O)c2cc(NC(=O)c3ccno3)ccc2OC[C@@H](C)NC[C@@H]1C,-10,-5,-4,14[16.7 µM],1.2,1,-4
Cc1ccc(CN2CCN(CCCn3cnc4c(OCc5ccccc5)ncnc43)CC2)cc1,16,-7,?,-14,-2.8,20,-34
CC1=CC(C)(C)NC(=O)N1c1ccc(C)cc1,-9,-26,8,.,-3.1,5,8
O=C1NC(NS(=O)(=O)c2ccccc2)(C(F)(F)F)C(=O)N1c1ccc(F)cc1 (configuration not stated),17,0,.,.,.,.,20
Cc1ccc(NCc2nnc(SCC(N)=O)n2CC2CCCO2)c(C)c1 (configuration not stated),12,5,.,11,.,.,.
COc1ccc(CC(NC(C)=O)C(=O)NC2CCN(S(=O)(=O)c3ccc(NC(C)=O)cc3)CC2)cc1OC (configuration not stated),-1,3,4,-3,4.1,-6,-5
COc1ccccc1CN1CC[C@@H]2[C@H]1c1cc(-c3cccc(C(=O)N(C)C)c3)ccc1N[C@@H]2CO,-24,2,.,-4[16.7 µM],2.6,-5,0
CCCCN(C(=O)c1ccc2c(c1)OCCO2)c1c(N)n(CC(C)C)c(=O)[nH]c1=O,4,3,-2,.,1.8,-9,4
CO[C@@H]1CN(C)C(=O)c2ccc(NS(=O)(=O)c3cn(C)cn3)cc2OC[C@@H](C)N(Cc2cccc(Cl)c2)C[C@H]1C,18,2,3,.,0.0,8,-18
O=C(COC(=O)c1ccccc1Cl)Nc1ccc2[nH]c(=O)[nH]c2c1,1,-2,-5,-3,-0.6,-1,7
O=C(Cn1ncn2nc(-c3ccccc3)cc2c1=O)NCc1ccccn1,-32,0,-2,2,0.0,-32,11
Cc1noc(C)c1S(=O)(=O)N(CC(=O)N1CCCCCC1)c1ccc(C(C)C)cc1,12,10,-10,-2,0.9,10,-9
C[C@H](CO)N1C[C@H](C)[C@@H](CN(C)S(=O)(=O)c2ccccc2)OCc2cn(nn2)CCCC1=O,-40&4,-4&-1,-13&-6&0,-5,4.2&-2.1&-0.2,6&-1&-16,12&13
Cn1c(CNC(=O)CNS(=O)(=O)c2ccc(Br)cc2)cc(=O)n(C)c1=O,-7,1,-2,-7,0.4,-5,1
C[C@H](CO)N1C[C@H](C)[C@@H](CN(C)C(=O)Nc2ccc(N3CCN(C)CC3)cc2)OCc2cn(nn2)CCCC1=O,-2&25,-2&2,-5&-3,4[16.7 µM],0.6&1.5,3&-1,24&5
Cc1noc(C)c1NC(=O)Nc1ccc2c(c1)CC(=O)N([C@@H](C)CO)C[C@@H](C)[C@H](CN(C)Cc1ccc3c(c1)OCO3)O2,-13,.,-12,0[16.7 µM],-1.0,0,11
COc1cc2c(cc1OC)C(c1ccccc1)=NCC2,-8,4,-2,.,-0.1,2,17
C[C@@H]1CN([C@@H](C)CO)C(=O)c2cccc(NC(=O)c3ccncc3)c2O[C@@H]1CN(C)S(C)(=O)=O,-30,.,3,-1[16.7 µM],1.6,5,-5
Cc1ccccc1CC(=O)N1CCCC(CNC(=O)c2ccc(F)cc2)C1 (configuration not stated),-10,-7,-6,-4,-3.4,-1,27
CCCCOc1ccc(Cl)cc1CSc1nncn1N,.,5,.,-2,.,.,-6
N#Cc1ccc(CC(C(=O)O)N2Cc3ccccc3C2=O)cc1 (configuration not stated),5,-1,-6,6,1.3,1,-6
O=C(Nc1ccc2nc3n(c(=O)c2c1)CCCC3)c1cccc(F)c1,-32,5,-5,.,-0.3,-49,2
CC(NC(=O)C(=O)N/N=C\c1cccc([N+](=O)[O-])c1)c1ccccc1 (configuration not stated),5,4,5,.,1.8,10,3
CCC(C(=O)Nc1cc(C)cc(C)n1)c1ccccc1 (configuration not stated),-15,2,1,-6,1.9,12,-11
CCOc1ccc(NS(=O)(=O)c2ccc(C(=O)NCC(c3ccc(OC)cc3)N3CCCC3)cc2)cc1 (configuration not stated),-12,-2,0,.,0.3,-2,-7
CC(C)C(c1nnnn1CCc1ccccc1)N1CCC(C(N)=O)CC1 (configuration not stated),3,9,0,-5,-3.9,-8,-1
CCOC(=O)CC1c2nc3ccccc3cc2CN1C(=O)OCC (configuration not stated),9,-1,-3,0,-1.3,3,26
CCOC(=O)c1ccc(NS(=O)(=O)c2c(N)n(C)c(=O)n(C)c2=O)cc1,5,-1,.,2,1.1,8,1
CC(C)(C)OC(=O)C[C@@H]1C/C=C\C[C@@H](CC(=O)N[C@H](CO)Cc2ccccc2)C(=O)NC[C@@H](c2ccccc2)OC1=O,2,.,-8,-4,0.9,-5,-13
Cc1noc(C)c1NC(=O)N(C)C[C@@H]1Oc2ccc(NS(C)(=O)=O)cc2CC(=O)N([C@@H](C)CO)C[C@H]1C,9,.,4,4[16.7 µM],-3.3,0,11
C[C@@H]1CN([C@H](C)CO)C(=O)c2cc(NC(=O)CCCN(C)C)ccc2O[C@@H](C)CCCCO[C@@H]1CN(C)Cc1ccncc1,-10,.,2,-2[16.7 µM],-3.2,-1,9

3 compounds from above, sorted by the number in DENV2 CPE rescue, high to low:
Structure | DENV2 CPE rescue
C[C@@H]1CN([C@H](C)CO)C(=O)c2cc(NC(=O)CCCN(C)C)ccc2O[C@@H](C)CCCCO[C@@H]1CN(C)Cc1ccncc1 | 2
CCOC(=O)CC1c2nc3ccccc3cc2CN1C(=O)OCC (configuration not stated) | -3
CC(C)(C)OC(=O)C[C@@H]1C/C=C\C[C@@H](CC(=O)N[C@H](CO)Cc2ccccc2)C(=O)NC[C@@H](c2ccccc2)OC1=O | -8

High-throughput results as filed in PubChem BioAssay.
